Hsp90 block: displaces geldanamycin probe from tumor Hsp90; P07900; NCI-N417 lysate Hsp90, Cy3B-geldanamycin FP displacement; inhibition, % at 30 µM; 0.35% of 64,000 active;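 active means inhibition above 50%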;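 further: 0% = tracer plus lysate wells and 100% = tracer alone without lysate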
DUSP1 inh: human dual specificity phosphatase 1 inhibition | P28562 | recombinant MKP-1, OMFP hydrolysis fluorescence | inhibition, %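 (compounds tested at a single concentration somewhere between 10 and 100 µM)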 | 0.15% of 65,000 active;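 active means inhibition above about 50%, limit read from the data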;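 further: 0% = DMSO max control wells and 100% = wells with enzyme stopped by NaOH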
Target sequence (P28562 whole entry, looked up): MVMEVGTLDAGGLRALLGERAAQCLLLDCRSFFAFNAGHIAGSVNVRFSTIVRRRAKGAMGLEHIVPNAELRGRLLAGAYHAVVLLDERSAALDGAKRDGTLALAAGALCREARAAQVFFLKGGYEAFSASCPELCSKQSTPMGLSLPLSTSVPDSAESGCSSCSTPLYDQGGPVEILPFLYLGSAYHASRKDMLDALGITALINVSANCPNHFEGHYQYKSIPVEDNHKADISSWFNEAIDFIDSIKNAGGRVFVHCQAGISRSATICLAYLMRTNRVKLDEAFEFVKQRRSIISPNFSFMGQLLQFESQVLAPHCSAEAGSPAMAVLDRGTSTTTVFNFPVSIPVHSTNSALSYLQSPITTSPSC
Her2 expr inh: inhibitors of human Her2 kinase expression; HER2 level % of control, % at 10 µM; 0.69% of 65,000 active; AID 645; P04626; SKBR-3 HER2 protein level, AlphaScreen, 18-24 h; active compounds read low;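 active means HER2 level under 5% of the carrier-only control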;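 further: 100% = DMSO carrier and 0% = 500 nM PU-H71 HSP90 inhibitor; lower value means stronger loss of Her2 protein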
Fluor 339 460: intrinsic fluorescence of library compounds, ex339/em460 – biochemical, MLSMR library, data from DPM-DC assay, artefact control, profiling panel; compound autofluorescence, ex339/em460 nm, NADH buffer; active compounds read high; 1 = no-compound wells, NADH background; fluorescence fold increase at 10 µM; 5.5% of 65,000 active; AID 709;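 active means at 10 µM, mean starting fluorescence two-fold or more over control wells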;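 further: signal is the first read of a kinetic run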
Cdc25B block: human M-phase inducer phosphatase 2 inhibition; P30305; recombinant Cdc25B, OMFP fluorescence Ex485/Em525; inhibition, %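 (compounds tested at 10 µM final in the well)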; 0.1% of 65,000 active; AID 368; in the data active means inhibition above about 50%
Target sequence (P30305 whole entry, looked up): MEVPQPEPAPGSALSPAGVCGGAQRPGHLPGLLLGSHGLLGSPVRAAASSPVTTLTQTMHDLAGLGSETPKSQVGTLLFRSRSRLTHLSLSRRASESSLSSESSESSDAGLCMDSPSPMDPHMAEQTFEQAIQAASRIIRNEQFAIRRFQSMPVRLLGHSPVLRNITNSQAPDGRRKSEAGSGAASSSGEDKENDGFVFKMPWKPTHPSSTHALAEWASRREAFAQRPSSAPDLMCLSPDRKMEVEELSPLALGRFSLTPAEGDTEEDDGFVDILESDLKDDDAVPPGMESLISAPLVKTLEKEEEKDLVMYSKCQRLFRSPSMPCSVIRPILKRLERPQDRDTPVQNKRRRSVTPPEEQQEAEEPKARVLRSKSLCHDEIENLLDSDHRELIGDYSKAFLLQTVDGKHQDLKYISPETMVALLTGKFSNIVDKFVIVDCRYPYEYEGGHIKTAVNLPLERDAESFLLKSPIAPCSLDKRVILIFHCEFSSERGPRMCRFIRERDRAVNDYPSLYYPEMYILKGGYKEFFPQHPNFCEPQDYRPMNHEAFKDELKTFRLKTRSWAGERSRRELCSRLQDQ
A340 absorber: compound absorbs light at 340 nm | AID 708 | 65,000 tested, under 10 active | compound absorbance at 340 nm, fold over control | fold change at 10 µM;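 active means at 10 µM dose, initial 340 nm absorbance at least 2 fold that of control wells; inactive means change under 2 fold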;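 further: initial absorbance extrapolated from kinetic A340 decline of NADH oxidation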
ROCK2 blocker: inhibitors of human Rho kinase 2; purified ROCK2, Kinase-Glo ATP depletion luminescence; 0.35% of 60,000 active; inhibition, % at 6 µM;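 active means inhibition above the screen-wide mean inhibition plus 3 SD, cut at about 18% in these data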;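 further: plate controls were DMSO wells for no effect and Y-27632 control wells after no-enzyme background subtraction for full effect; many of its hits are not listed in these tables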
JNK3 inh: blocks human JNK3 kinase activity. P53779. purified JNK3 kinase activity, HTS. inhibition, % at 8 µM. 0.61% of 60,000 active. AID 746; in the data active means inhibition above about 17%;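 further: 0% = DMSO and 100% = reference inhibitor; many of its hits are not listed in these tables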
PKA kinase inh: PKA (human) kinase inhibition | P17612 | PKA Kemptide phosphorylation, Kinase-Glo ATP luminescence | inhibition, % at 6 µM | 0.1% of 65,000 active | AID 524;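 active means inhibition above the screen-wide mean inhibition plus 3 SD, cut at about 21% in these data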; further: many of its hits are not listed in these tables
An asterisk follows results filed as active; x = no result given. Some of the compounds tested; rates above refer to the full screens.

SMILES	Hsp90 block	DUSP1 inh	Her2 expr inh	Fluor 339 460	Cdc25B block	A340 absorber	ROCK2 blocker	JNK3 inh	PKA kinase inh
O=C1c2ccccc2C(Nc2ccc3c(c2)OCO3)N1Cc1ccco1 (stereo not drawn)	30	-5	84	1.1	-7	1	-2	0	3
Cc1ccc(C(c2nnnn2C(C)(C)C)N(Cc2ccco2)Cc2cccs2)cc1 (stereo not drawn)	-2	-2	66	1.1	5	1	3	-2	1
CCc1ccccc1N(C(=O)c1cccs1)C1C=CS(=O)(=O)C1 (stereo not drawn)	-6	10	122	1.1	-1	1	-1	-1	0
COc1ccc2c(c1)CCc1c(C(=O)N3CCOCC3)noc1-2	-1	5	85	1.2	-10	1	2	4	8
CN(Cc1ccccc1)c1nc2c(c(=O)[nH]c(=O)n2C)n1C	1	-21	154	1	2	1	4	-2	1
COc1ccc(N2CCN(C(=O)C(CCSC)N=C3NS(=O)(=O)c4ccccc43)CC2)cc1 (stereo not drawn)	1	32	90	1	-9	1	-1	2	-5
O=C(CCN1CCN(CCO)CC1)Nc1ccc(OCc2ccccc2)cc1	-4	-2	102	1.1	-16	1	6	7	7
COc1ccccc1CN1C(=O)[C@@H]2C(CC(N)=O)NC3(C(=O)Nc4c3ccc(Cl)c4C)[C@@H]2C1=O (stereo partly drawn)	-4	1	75	1.1	-2	1	4	-4	2
Cn1c(=O)c2c(ncn2CC(=O)N(Cc2ccccc2)c2ccccn2)n(C)c1=O	2	-7	117	1.1	-1	1	-2	-4	11
CC(C)(C)OC(=O)N1CCC[C@H]1c1nnc(SCc2ccc(Cl)cc2Cl)o1	1	30	105	1.1	-1	1	7	1	6
C1CCN=C(Nc2nc3c(s2)CCCC3)CC1	5	1	80	1	-8	1	x	x	0
C=CCOn1c(=O)c(C)[n+]([O-])c2ccccc21	-7	4	95	1	-7	1.1	7	4	6
CCC1(CC)Cc2ccccc2-c2nc(CN3CCOCC3)[nH]c(=O)c21	0	-1	123	1.1	1	1.1	-4	0	3
CS(=O)(=O)N1CCC(NC(=O)Cc2ccccc2)CC1	-4	-12	122	1	1	1	5	0	8
CCc1ccc2[nH]c(=O)c(CN(CCN(C)C)C(=O)Nc3ccccc3)cc2c1	2	-17	112	1.3	1	1.1	4	0	2
C/C(N)=C(/C#N)C(=O)COC(=O)c1cc(C)n(-c2ccc(F)cc2)c1C	-1	19	78	1	-12	0.99	4	0	8
Cc1cccc(CSc2nnc(-c3ccccn3)n2N)c1	x	3	153	1.1	-30	1	x	x	8
CCS(=O)(=O)N1CCC(C(=O)NCCCN2CCCC2)CC1	-3	8	110	1.1	2	1	-4	-1	-2
COc1ccc(N2CCN(Cc3nc4c(c(=O)[nH]c(=O)n4C)n3CCCc3ccccc3)CC2)cc1	-1	38	72	1.1	-6	1	0	-3	8
CC1=CC(C)(C)N2C(=O)C3(C(C#N)=C(N)Oc4cc(C)oc(=O)c43)c3cccc1c32 (stereo not drawn)	-1	2	98	1.1	8	1.1	-1	-10	-3
O=c1c2ccccc2cnn1-c1nc2ccccc2s1	3	-12	97	3*	-5	0.99	-10	0	-22
CC(C)(C)OC(=O)N1CCC[C@H]1c1nnc(SCc2ccccc2F)o1	-3	20	109	1.1	-5	1	-4	-3	-8
C=CCn1c(SCn2nnc3ccccc3c2=O)nc2scc(-c3cccs3)c2c1=O	-7	11	153	1.1	5	1.1	-9	1	0
c1ccc(CCNC2=NCCCS2)cc1	1	-9	95	1	-6	0.99	1	8	0
CC(=O)CCc1c(C)[nH]c2ccccc2c1=O	82*	7	54	1.1	-5	1	2	0	-3

Printed as active in Fluor 339 460 (from the list above):
| SMILES | DUSP1 inh | Her2 expr inh | Fluor 339 460 | Cdc25B block | A340 absorber | ROCK2 blocker | JNK3 inh | PKA kinase inh |
| --- | --- | --- | --- | --- | --- | --- | --- | --- |
| O=c1c2ccccc2cnn1-c1nc2ccccc2s1 | -12 | 97 | 3* | -5 | 0.99 | -10 | 0 | -22 |

Further compounds follow:
SMILES	Hsp90 block	DUSP1 inh	Her2 expr inh	Fluor 339 460	Cdc25B block	A340 absorber	ROCK2 blocker	JNK3 inh	PKA kinase inh
O=C(CSc1ccccn1)c1ccc(F)cc1	3	6	84	1.1	-6	1.1	3	-3	-2
CC1=CC(C)(C)N(C(=O)c2ccccc2)c2ccccc21	-3	2	75	1.1	-14	1.1	5	4	1
CN(C)Cc1nc2ccccc2c(=O)n1Cc1nc(-c2cc3ccccc3o2)cs1	-4	17	87	0.84	-13	1	5	2	7
CCc1ccc(OCc2nc(-c3ccccn3)no2)c(Br)c1	1	-9	82	1.1	-1	1	4	-5	0
c1ccc(CCn2nnnc2C(c2cccnc2)N2CCN(c3ccccc3)CC2)cc1 (stereo not drawn)	-5	5	89	0.84	-8	0.97	4	1	8
Cc1cccc(N2CCN(C(=O)c3cc4c(C)nc5ccccc5c4o3)CC2)c1C	-3	42	81	1.1	5	1	-2	-10	3
COc1ccc(CN2C(=O)c3ccccc3C2C(=O)NC2CCCC2)c(OC)c1 (stereo not drawn)	-2	-8	107	1	-3	0.96	3	1	10
O=C(c1cc(-c2ccco2)on1)N1CCCc2ccccc21	-11	32	40	1.2	4	1	4	1	4
O=C(Nc1ccccc1N1CCN(c2ccccc2)CC1)C1CCCCC1	-3	-9	99	1	-4	1	3	-2	7
CCOc1cc2[nH]c(=S)n(CCCCC(=O)NCc3ccco3)c(=O)c2cc1OCC	-2	25	103	1.2	-9	1.1	x	x	7
Cc1ccc(C)c(N2CCN(C(=O)Cn3cccc3)CC2)c1	-4	12	50	1.1	-12	1	4	1	9
CC1CN(C(c2cccs2)c2sc3ncnn3c2O)CC(C)O1 (stereo not drawn)	-3	9	98	1.1	-4	1.1	5	-2	7
Cc1ccc2c(c1)[nH]c1c(=O)n(Cc3ccccn3)cnc12	-7	-10	123	1.3	6	1.1	6	-1	3
O=C(c1cc2ccccc2oc1=O)N(Cc1cccs1)C1CCS(=O)(=O)C1 (stereo not drawn)	0	-7	99	1.2	-5	1.1	2	9	7
COc1ccc(C(=O)Nc2nc(N)n(-c3ccccc3)n2)cc1OC	16	-13	49	1.1	16	1	-9	2	3
CCCOC1(NC(=O)c2ccccc2)C(C)=CC(=O)C=C1C	-1	0	85	1.1	-12	1	6	0	2
O=C(Cc1cc(=O)[nH]c(=O)[nH]1)NCCN1CCOCC1	-3	-2	99	1.1	-9	1.1	-4	5	4
Cc1c(NC(=O)C2CCCN2C(=O)c2cccs2)c(=O)n(-c2ccccc2)n1C (stereo not drawn)	-2	6	101	1.1	0	1	4	4	3
Cc1cc(NC(=O)C2=C(O)c3ccccc3S(=O)(=O)N2C)no1	0	-13	112	1	-2	1	1	-2	-2
CCOC(=O)c1cn(CC)c2ccc(S(=O)(=O)N3CCC(C)CC3)cc2c1=O	-3	11	127	1	-8	1	2	0	11
CN1CCN(S(=O)(=O)c2ccc(SCCOc3ccccc3)nc2)CC1	-2	27	102	1.1	-16	1	7	0	6
COCCNC(=O)CSc1nc2ccc(N3CCOCC3)cc2c(=O)n1CCc1ccccc1	-4	27	89	4.1*	1	1	x	x	1
O=C(Oc1c(Cl)cc(Cl)c2cccnc12)N1CCOCC1	5	4	85	1.1	-8	1	5	-1	8
CCNc1nc(C)nc2c1oc1ccccc12	x	6	x	1.1	-14	1	x	x	5
CCSC1=C(C#N)C(c2cccc(O)c2)CC(=O)N1 (stereo not drawn)	-2	2	90	1.1	-2	1	2	0	9

Other entries follow.
SMILES	Hsp90 block	DUSP1 inh	Her2 expr inh	Fluor 339 460	Cdc25B block	A340 absorber	ROCK2 blocker	JNK3 inh	PKA kinase inh
CCCN1CCC(N(C)CCc2ccc(OC)c(OC)c2)CC1	-1	-1	87	1	-11	1	3	3	-4
COc1cc(C(=O)Nc2ccc(S(=O)(=O)N3CCCCC3C)cc2)cc(OC)c1OC (stereo not drawn)	-2	10	109	1.1	-2	1	3	-1	0
Cc1nnc(SCC(=O)Nc2ccc3c(c2)COC3=O)n1-c1ccccc1	-1	11	91	1.1	-9	1	-6	5	4
O=C(Nc1cc(C(=O)N2CCCC2)ccc1N1CCCC1)c1ccccc1	0	2	89	1.1	-5	1.1	4	-15	0
Clc1ccc(-c2nnn(Cc3nc4ccccc4s3)n2)cc1	x	14	x	1.1	-14	1	x	x	-2
CCOC(=O)C1CCCN(C(=O)c2cc(Cl)ccc2Cl)C1 (stereo not drawn)	-2	1	93	1.1	-4	0.98	2	2	10
CC(=O)N1CCN=C1SCc1ccccc1	-4	-6	97	1.1	1	1	4	1	1
CCOCCCNC(=O)CN1C(=O)C(CC)Oc2ccccc21 (stereo not drawn)	-3	3	115	1	-6	0.99	1	-3	4
Cn1c(SCc2cccnc2)nnc1-c1c[nH]c2ccccc12	-5	11	106	1.1	-15	1.1	5	5	7
Cc1nn(Cc2ccccc2)c(C)c1NC(=O)CSc1nc2sc3c(c2c(=O)n1C)CCC3	-6	50*	90	1.1	-6	1.1	7	5	8
c1ccc2sc(SN3CCOCC3)nc2c1	x	10	152	1.1	4	1	x	x	1
COc1ccccc1C(=O)Oc1cc(N)n(S(=O)(=O)c2ccc(C)cc2)n1	2	6	75	1.1	6	1.1	3	0	2
CCN(CC)S(=O)(=O)c1cc(C(=O)Nc2ccccn2)ccc1C	4	10	97	1.1	1	1.1	0	2	-3
COC(=O)[C@H](CCSC)NC(=O)Nc1ccc(C)cc1	-2	-23	91	1.2	-10	1	0	-2	-2
CCN(C(=O)COC(=O)c1cnc(C)cn1)C1CCCCC1	-2	14	68	1.1	-10	1	4	-1	12
COc1ccc(C)cc1NC(=O)Cn1cnc2sc(C)c(S(=O)(=O)N3CCOCC3)c2c1=O	x	x	107	1.1	x	1	x	x	12
CC1(C)CC(=O)C2=C(C1)N(CCN1CCOCC1)C1=C(C(=O)CC(C)(C)C1)C2c1ccc(Cl)cc1	-1	33	93	5*	-3	0.99	2	3	-2
CC1CCCC(NC(=O)c2n[nH]c(=O)c3ccccc23)C1C (stereo not drawn)	-3	-2	65	1.2	-4	0.99	8	-1	13
COC(=O)CSc1nnc(-c2cccs2)n1-c1ccc(Cl)cc1	-4	3	119	1	-6	0.99	-1	-2	6
CCOC(=O)C1(CC)NC(c2ccco2)C2C(=O)N(c3ccc(C)cc3)C(=O)C21 (stereo not drawn)	-1	16	164	1.1	0	0.99	-3	-3	7
Cc1nc2ncnn2c(N2CCN(C(c3ccccc3)c3ccccc3)CC2)c1C	2	34	83	1.1	-1	0.98	-1	-5	8
O=C(NC1CCCC1)C1CCCN(S(=O)(=O)c2cnc[nH]2)C1 (stereo not drawn)	0	2	80	1	-1	1	-1	2	6
CCOC(=O)C1CCN(Cc2cnc(NC(=O)OC)s2)CC1	1	1	104	1.1	-15	1	-3	-7	1
COC(=O)c1c(-c2cccnc2)csc1NC(=O)c1cc(C)on1	-32	21	141	1.1	3	1.1	5	6	7
Cc1cc(NC(=O)CSc2ccc(-c3nc4cc(C)c(C)cc4[nH]3)cn2)no1	x	10	86	1.7	8	1.2	x	x	-5
CC(Sc1nc(N2CCOCC2)c2c(c1C#N)CC(C)(C)OC2)C(=O)Nc1ccccc1 (stereo not drawn)	-1	26	72	1.1	-11	1.1	9	0	7
CN(Cc1ccccc1)C(=O)c1ccc2c(c1)OCO2	-1	-4	114	1.1	-3	0.97	x	x	4
COc1ccc2[nH]c(=O)c(CN(CCCN3CCOCC3)C(=O)NCc3ccccc3)cc2c1	1	-1	108	3.3*	-11	1.1	-4	-13	0
COc1ccc(-n2nnc3c(=O)n(Cc4cc(C)ccc4C)cnc32)cc1	0	6	60	1.1	-3	1	5	5	11
CCN(CC)C(=O)c1sc(NC(=O)Cc2cccs2)c(C#N)c1C	-5	-18	110	1.1	2	1.1	3	-1	5

Grouped by structure, the compounds so far containing fluorine
SMILES	Hsp90 block	DUSP1 inh	Her2 expr inh	Fluor 339 460	Cdc25B block	A340 absorber	ROCK2 blocker	JNK3 inh	PKA kinase inh
C/C(N)=C(/C#N)C(=O)COC(=O)c1cc(C)n(-c2ccc(F)cc2)c1C	-1	19	78	1	-12	0.99	4	0	8
CC(C)(C)OC(=O)N1CCC[C@H]1c1nnc(SCc2ccccc2F)o1	-3	20	109	1.1	-5	1	-4	-3	-8
O=C(CSc1ccccn1)c1ccc(F)cc1	3	6	84	1.1	-6	1.1	3	-3	-2

Screening results as filed in PubChem BioAssay.
